FEN1 inhibitor: qHTS Assay for the Inhibitors of Human Flap endonuclease 1 (FEN1). P39748. Recombinant FEN1 flap cleavage, fluorescence, 15 min. Potency, µM (top dose mostly 114 µM), for the others: top-dose activity change, negative = inhibition, usual class: inhibitors. 0.35% of 390,000 active. AID 588795, 2011; note: nearly all actives have a fitted effect of over 65% in size
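Recombinant FEN1 (10 nM) was preincubated with pin-transferred compounds for 15 min at room temperature, then flap DNA substrate (50 nM final) was added. Plates were read at 0 and 15 min, and normalized concentration–response data were fitted to a four-parameter Hill equation.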
KAT2A inh: qHTS Assay for Inhibitors of GCN5L2; Histone acetyltransferase KAT2A (Homo sapiens), Q92830; GCN5L2 HAT assay, ThioGlo1 CoA-SH fluorescence; Potency, µM (titrated, usually from 58.9 µM), inactives show top-dose activity change, negative = inhibition, hits mostly inhibitors; 0.21% of 390,000 active
Target sequence (Q92830 whole entry, looked up): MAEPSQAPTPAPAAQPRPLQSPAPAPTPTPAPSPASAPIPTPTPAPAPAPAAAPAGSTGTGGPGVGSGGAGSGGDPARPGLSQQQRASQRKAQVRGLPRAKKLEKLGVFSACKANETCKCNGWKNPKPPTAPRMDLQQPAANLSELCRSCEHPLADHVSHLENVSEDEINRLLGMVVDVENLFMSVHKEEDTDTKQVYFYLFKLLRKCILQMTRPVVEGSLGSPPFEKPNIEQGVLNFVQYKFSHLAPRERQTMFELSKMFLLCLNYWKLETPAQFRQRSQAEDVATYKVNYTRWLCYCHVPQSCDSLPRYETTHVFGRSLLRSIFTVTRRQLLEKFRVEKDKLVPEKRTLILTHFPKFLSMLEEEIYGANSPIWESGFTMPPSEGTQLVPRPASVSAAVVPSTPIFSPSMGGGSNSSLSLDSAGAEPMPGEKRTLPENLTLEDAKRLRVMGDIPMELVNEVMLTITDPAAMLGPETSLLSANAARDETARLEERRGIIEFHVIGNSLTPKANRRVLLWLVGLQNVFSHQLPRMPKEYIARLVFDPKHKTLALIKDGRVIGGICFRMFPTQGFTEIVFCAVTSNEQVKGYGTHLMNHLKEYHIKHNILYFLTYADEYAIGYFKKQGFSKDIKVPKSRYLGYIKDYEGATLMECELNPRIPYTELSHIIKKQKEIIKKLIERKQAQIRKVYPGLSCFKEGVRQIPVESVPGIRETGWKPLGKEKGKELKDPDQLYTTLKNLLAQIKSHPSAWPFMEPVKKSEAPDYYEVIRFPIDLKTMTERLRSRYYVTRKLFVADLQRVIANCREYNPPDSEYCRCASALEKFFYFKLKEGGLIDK
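Fluorescence readout, Ex340nm/Em540nm: ThioGlo1 (50uM final) reacts with free CoA thiol released as 20nM GCN5L2 acetylates H3(1-25) peptide (75uM) using acetyl-CoA (70uM). Compound and enzyme sat 15 min beforehand; 20 min room-temperature reaction.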
N370S GC mod: qHTS Assay for Inhibitors and Activators of N370S glucocerebrosidase as a Potential Chaperone Treatment of Gaucher Disease. 0.092% of 330,000 active. AID 2101, 2009. N370S GC spleen homogenate, 4MU-glucoside fluorescence. Potency, µM (top dose mostly 59.4 µM), without a hit: top-dose activity change, negative = inhibition, hits mostly inhibitors. Lysosomal acid glucosylceramidase (Homo sapiens), P04062;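 note: 0% = full enzyme activity and -100% = no enzyme basal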
* = called active by the depositor; ? = inconclusive; / = not tested or not shown; & = joins results of further samples; [ ] = dose if it differs, or a comment. Calls come from the whole dose curve; as a rule, active = well fitted curve in the direction sought with a large enough effect; inconclusive = small, poorly fitted or top-dose-only effect, or another doubt; inactive = no such curve, though single readings can be large; an effect the other way counts as inactive or inconclusive. Unless noted, % is set by controls: 0 for no effect and ±100 for the full control effect; potency is the fitted concentration of half-maximal effect. Only part of the results is shown; rates above refer to the full screens.

Structure	KAT2A inh	FEN1 inhibitor	N370S GC mod
CCOC(=O)c1c(-c2ccccc2)csc1NC(=O)c1cc(S(=O)(=O)N2CCOCC2)ccc1C	-16%	-9%	7%
S=c1[nH]nc(-c2cc(-c3ccccc3)n[nH]2)n1/N=C/c1ccccc1	-6%	-12%	0%
COc1ccc(-c2noc(CNC(=O)COc3cccc(C)c3C)n2)cc1	-13%	1%	/
Cc1ccc(N2C(=O)N(CC(=O)N3CCOCC3)C(=O)C2C)cc1 (stereo not given)	-2%	2%	4%
COc1ccc(NS(=O)(=O)c2cc(NC(=O)COc3ccccc3F)ccc2OC)cc1	-7%	-1%	/
COc1c([N+](=O)[O-])c(=O)oc2ccccc12	-9%	1%	-8%
CCN(CC)S(=O)(=O)c1cc(NC(=O)CNc2cccc(S(=O)(=O)N3CCCC3)c2)ccc1C	-21%	-8%	-6%
COc1cc(Cl)c(C)cc1NC(=O)CNC(=O)Cn1ccc2ccccc2c1=O	-6%	0%	/
CCCN1CCC(=O)N([C@H](CO)CC(C)C)CC1	-18%	-3%&-3%	2%
Cc1ccc(CNC(=O)CN2C(=O)CSc3ccc(S(=O)(=O)N4CCCC4)cc32)cc1	-3%	-5%	/
CN(C)Cc1c(O)ccc2c1O/C(=C\C=C\c1ccccc1)C2=O	-15%	8%	?
CCc1nc2ccc(C(=O)Nc3ccc4c(c3)OCO4)cc2nc1CC	-10%	4%	10%
CCN(C(=O)c1sc(N)c(C#N)c1C)C1CCCCC1	-2%	6%	22%
COc1cc(/C=C2/NC(=O)NC2=O)ccc1OCC(=O)Nc1ccc(F)cc1	-10%	-3%	9%
CC(=O)c1cccc(N(C(=O)Cn2nnc3ccccc32)C(C(=O)NCc2ccccc2)c2ccc(F)cc2)c1 (stereo not given)	-5%	13%	/
O=c1c2c(-c3ccccc3)csc2ncn1/N=C/c1ccc(O)c([N+](=O)[O-])c1	-4%	-15%	-1%
C=CCc1ccc(OCCOc2ccc(/C=N/n3cnnc3)cc2OCC)c(OC)c1	1%	7%	-4%
COc1cccc(-n2c(SCC(=O)Nc3nccs3)nnc2-c2ccoc2C)c1	0%	-1%	3%
CC[C@]12c3[nH]c4ccc(OC)cc4c3CCN1C(=O)C(CC(=O)NC/C=C(\C)CCC=C(C)C)C[C@@H]2C(=O)N1CCN(C(=O)c2ccco2)CC1 (stereo not given in full)	-6%	0%	/
CS(=O)(=O)N1CCN(C/C=C/c2ccccc2)CC1	2%	0%	-5%
COc1cccc(/C=N/NC(=O)CCc2c(C)n[nH]c2C)c1O	-26%	5%	-8%
COc1ccc(CNC(=O)C(c2ccncc2)N(C(=O)Cc2cccs2)c2ccccc2C)cc1 (stereo not given)	-9%	-21%	-2%
CC1(C)CC(=O)C2=C(C1)c1c(ccc3ccccc13)NC2c1ccco1 (stereo not given)	-18%	-20%	?
Cc1ccc(NC(=O)c2ccc(NCCN)c([N+](=O)[O-])c2)cc1	-3%	3%	8%
CN(c1ccc(C(=O)Nc2ccccc2C(F)(F)F)cc1)S(C)(=O)=O	2%	0%	3%
Clc1cccc(-c2ccnc3nc(-n4cccc4)nn23)c1	6%	-6%	18%
O=C(c1ccc2c(c1)N(Cc1ccc(F)cc1)C(=O)c1ccccc1S2(=O)=O)N1CCCC1	3%	-16%	/
CCOC(=O)c1ccc2c(c1)nc(-c1ccccn1)n2CC	-1%	12%	25%
CCc1ccccc1Nc1nc(N)nc(COC(=O)CCS(=O)(=O)c2ccccc2)n1	-10%	-5%	-9%
OCC1(Cc2ccccc2)CCN(Cc2ccccn2)CC1	-2%	22%	-7%
CCn1cc(C(c2ccccc2)C(C(C)=O)[N+](=O)[O-])c2ccccc21 (stereo not given)	-2%	-1%	4%
COc1ccc(-c2csc(Nc3cccnc3)n2)cc1	/	-1%	-19%
Cn1cc([N+](=O)[O-])c(C(=O)N2CCN(Cc3ccc4c(c3)OCO4)CC2)n1	-8%	18%	1%
COc1ccc(OC)c(NC(=O)CCCN2C(=S)NC(C)(C)CC2C)c1 (stereo not given)	3%	-2%	-16%
O=C(CN(Cc1ccccc1)C(=O)CNS(=O)(=O)c1ccccc1)NCc1ccco1	-1%	7%	-3%
O=C(CCNS(=O)(=O)c1ccc(OC(F)(F)F)cc1)NC1CC1	0%	-12%	/
c1ccc2c(c1)N1CCN=C1N2CCN1CCCCC1	-7%	9%	7%
CCCOc1ccc2cc(C(=O)NCc3ccccc3)c(=O)oc2c1	0%	-7%	?
CSc1cccc(NC(=S)N(CCCN2CCCC2)Cc2cccn2Cc2ccc(Cl)cc2)c1	-2%	10%	-14%
Oc1ccc(CNc2ccccc2)c2cccnc12	-2%	-14%	-1%
CCOc1ccccc1C1C(C(=O)Nc2ccccc2)=C(C)Nc2nc(SCC(=O)c3ccc(C)cc3)nn21 (stereo not given)	-6%	-6%	/
CCOc1ccc(-c2ccc(CO)o2)cc1N	-2%	17%	/
CC1(C)CC(=O)c2c(nn(-c3ccccc3)c2N)C1	-3%	-3%	3%
COc1ccc(N(C(=O)/C=C/c2ccccc2)C2=CC3CCC(C2)N3C)cc1 (stereo not given)	-3%	-2%	-2%
COCCn1c(CN2CCN(c3ccc(F)cc3)CC2)nc2c1c(=O)n(C)c(=O)n2C	-5%	/	-3%
CNC(=O)COc1ccc(Nc2nnc(-c3ccc(C)c(S(=O)(=O)NC(C)(C)C)c3)c3ccccc23)cc1	-8%	-7%	/
Cc1ccc(Cn2ncc3c(NCCCN(C)C)ncnc32)cc1	-3%	-6%	-7%
COc1ccc(N=Cc2nc(-c3ccccc3)oc2OC(C)=O)cc1	-3%	9%	-15%
Cc1cc(=O)n2nc(N3CCC(C(=O)NCc4cccc(Cl)c4)CC3)sc2n1	-27%	-15%	-22%
CC(C)C[C@H](NC(=O)[C@H](CO)NC(=O)CNC(=O)[C@H](CCCCN)NC(=O)[C@H](CCCN=C(N)N)NC(=O)[C@H](C)NC(=O)[C@H](Cc1ccccc1)NC(=O)[C@@H](N)CCCN=C(N)N)C(=O)N[C@@H](CCCN=C(N)N)C(=O)N[C@@H](CCC(N)=O)C(=O)N[C@@H](CCCCN)C(=O)N[C@@H](CC(N)=O)C(=O)N[C@H](C(=O)O)C(C)C	3%	/	0%
Cc1nc2cc3c(cc2s1)OCO3	-8%	-4%	-6%
Cc1ccc(C)c(N2CCN(C(=O)c3ccc4nc(N5CCOCC5)sc4c3)CC2)c1	-9%	-1%	-23%
C#CCOCCOCCOCCNc1nc(N2CCN(C(=O)[C@H](CCCCN)n3cc([C@@H](N)CO)nn3)CC2)nc(N2CCN(C(=O)[C@H](Cc3cc4ccccc4[nH]3)n3cc([C@@H](N)CO)nn3)CC2)n1	-6%	/	1%
Cc1cc(N(C)Cc2ccccc2)n2nc(-c3ccc(C(C)(C)C)cc3)nc2n1	-5%	-17%	/
CCOc1ccc(NC(=O)c2c(NCc3cc(OC)c(OC)cc3OC)sc3c2CCCC3)cc1	-6%	-13%	/
COC(=O)c1ccc(-n2cnc(Cl)n2)c(F)c1	-1%	7%	6%

(list continues)
Structure	KAT2A inh	FEN1 inhibitor	N370S GC mod
CSCCOC(=O)C1=C(C)NC(=O)CC1c1ccccc1Cl (stereo not given)	-14%	2%	-22%
CCCC(c1nnnn1C(C)(C)CC)N(Cc1ccco1)Cc1cc2ccc(OC)cc2[nH]c1=O (stereo not given)	-7%	11%	13%
COCCNC(=O)CSc1n[nH]c(=O)n1CCc1ccccc1	-3%	-11%	-7%
COc1ccc(C(=O)Nc2nnc(C(F)(F)F)s2)cc1	-4%	-4%	-12%
Cc1cc(C(=O)NCc2cccs2)cs1	-7%	44%[activator]	5%
O=C(COC(=O)Cc1cccs1)Nc1ccc(OC(F)(F)F)cc1	-7%	-14%	3%
COCCN=C1N[C@@H](c2cccc(C(F)(F)F)c2)C(C(=O)OC)=C(C)N1Cc1ccccc1	1%	1%	-8%
O=C(Nc1ccc(F)cc1)C1CC(=O)n2cnnc2N1 (stereo not given)	-3%	0%	-7%
CCSc1ccc(C(=O)NCC(=O)O)cc1	-3%	14%	-5%
COc1ccc(NC(=O)c2cccc(S(=O)(=O)N3CCc4ccccc43)c2)cn1	-16%	-5%	3%
Cc1oc(-c2cccc(Cl)c2)nc1CN1CCCC(C(=O)NCc2ccc(F)cc2)C1 (stereo not given)	-8%	12%	/
COC(=O)c1ccc(N2CCN(C(=O)C3CC3)CC2)c([N+](=O)[O-])c1	22%	4%	0%
O=C(Nc1cccn2ncnc12)c1ccc(Cl)cc1	-1%	-4%	-23%
CCOC(=O)c1cc2c(=O)n3ccccc3nc2n(CCCOC)c1=NC(=O)c1c(-c2ccccc2Cl)noc1C	1%	-5%	/
Cc1ccc(NC(=O)c2nnn(-c3cc(C)cc(C)c3)c2N)cc1	-14%	-18%	-4%
CN(C(=O)Nc1ccccc1)C1CCS(=O)(=O)C1 (stereo not given)	0%	8%	9%

One compound at a time, from the list above.
COc1ccc(-c2csc(Nc3cccnc3)n2)cc1 across the screens: KAT2A inh = /; FEN1 inhibitor = -1%; N370S GC mod = -19%
COC(=O)c1ccc(-n2cnc(Cl)n2)c(F)c1 across the screens: KAT2A inh = -1%; FEN1 inhibitor = 7%; N370S GC mod = 6%

(further entries)
Structure	KAT2A inh	FEN1 inhibitor	N370S GC mod
O=[N+]([O-])c1cc(Cl)cc(/C=N/NC(=S)Nc2cc(S(=O)(=O)N3CCOCC3)ccc2Cl)c1O	?	?	-6%
CN(C)/C=C(/C#N)C(=O)c1cccc(Oc2ccc(C(C)(C)C)cc2)c1	-14%	-20%	12%
O/N=C/c1ccnc(SCc2ccccc2)n1	-12%	6%	6%
CSc1ccccc1NC(=O)CCS(=O)(=O)c1nc(-c2cccs2)cc(C(F)(F)F)n1	-8%	6%	/
COc1ccc(/C=c2\s/c(=C\C(=O)C(C)(C)C)[nH]c2=O)cc1O	1%	0%	?
CN1CCN(NC(=S)NC(C)(C)CC(C)(C)C)CC1	-4%	0%	-2%
COc1ccc(CCCc2nnc(SCC(=O)Nc3cc(F)ccc3C)o2)cc1	-2%	0%	/
COc1cc(C(=O)Nc2cc(Cl)ccc2-n2cncn2)ccc1OC(F)F	2%	-11%	-2%
Cc1ccc2c(Cl)cc(Cl)c(OCC(=O)NC(=O)NCc3ccco3)c2n1	-2%	5%	3%
O=C(COC(=O)C1CCN(c2ccc(C(F)(F)F)cn2)CC1)NCc1cccc(Cl)c1	?	-25%	?
Cc1cccc(NS(=O)(=O)c2ccc3c(c2)n(C)c(=O)n3C)c1C	2%	5%	/
COCCN(Cc1cn(C)nc1-c1ccccc1F)C(C)C	-4%	-1%	12%
CCC(=O)N1CCN(c2ccccc2NC(=O)c2ccc(-c3cccc([N+](=O)[O-])c3)o2)CC1	-1%	?	-7%
Cc1ccccc1CSc1nnc(-c2cccs2)n1Cc1ccco1	2%	-6%	10%
CCOc1ccccc1NC(=O)CSc1nc(=O)[nH]c2c1CCCC2	-1%	1%	/
N#Cc1cnc(SCC(=O)c2ccccc2)nc1N	-1%	9%	3%
COc1ccc(CNc2ncc(-c3ccc(Br)cc3)n2C)cc1OC	?	-8%	-15%

Five structures out of the list, arranged by formula weight, descending:
Structure	KAT2A inh	FEN1 inhibitor	N370S GC mod
O=C(COC(=O)C1CCN(c2ccc(C(F)(F)F)cn2)CC1)NCc1cccc(Cl)c1	?	-25%	?
CCC(=O)N1CCN(c2ccccc2NC(=O)c2ccc(-c3cccc([N+](=O)[O-])c3)o2)CC1	-1%	?	-7%
COc1ccc(CNc2ncc(-c3ccc(Br)cc3)n2C)cc1OC	?	-8%	-15%
CCOc1ccccc1NC(=O)CSc1nc(=O)[nH]c2c1CCCC2	-1%	1%	/
COCCN(Cc1cn(C)nc1-c1ccccc1F)C(C)C	-4%	-1%	12%
